FBPA Giardia inh – blocks Giardia fructose-bisphosphate aldolase activity; Potency, µM (series often up to 59.6 µM), for the others: at the top dose activity, negative = inhibition, most hits filed as inhibitors; actives 0.71% (n = 290,000); purified Giardia FBPA; also: potency is read from the fitted curve at half-maximal effect; % is scaled to controls: 0 for no effect and ±100 for the full control effect; nearly all actives have a fitted effect of over 55% in size
Target sequence (A8B2U2 whole entry, looked up): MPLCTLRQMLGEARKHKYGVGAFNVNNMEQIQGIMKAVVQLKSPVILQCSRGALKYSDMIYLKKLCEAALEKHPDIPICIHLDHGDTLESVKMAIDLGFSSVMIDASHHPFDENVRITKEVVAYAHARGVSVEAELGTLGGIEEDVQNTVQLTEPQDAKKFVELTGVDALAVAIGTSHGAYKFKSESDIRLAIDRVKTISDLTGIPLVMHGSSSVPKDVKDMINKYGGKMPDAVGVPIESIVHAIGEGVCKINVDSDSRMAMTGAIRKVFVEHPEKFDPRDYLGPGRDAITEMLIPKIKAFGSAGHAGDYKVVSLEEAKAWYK
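40 nM FBPA preincubated 10 min at RT with compound (up to 57.5 uM final), then substrate plus GAPDH/TPI/NAD/arsenate coupling and diaphorase/resazurin added. Fluorescence read after 20 min at RT, 525/598 nm.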
HCMV inh – inhibitors of human cytomegalovirus; activity change, negative = inhibition, % at 57.5 µM; AID 1259415; actives 4.5% (n = 410,000); HFF cells, HCMV-luciferase reporter, 72 h; hits give low values; in the data active = activity change below about -60%; inconclusive = no clear call, values can overlap the other calls; inactive = above about -39%; also: % is scaled to controls: 0 for no effect and ±100 for the full control effect
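Two-dose cell screen: HFF monolayers treated with compounds and infected with luciferase-expressing HCMV at 1 PFU/cell, 72 h at 37C, then lysed for luciferase measurement.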
AMA1-RON2 inh – AMA1-RON2 (P. falciparum) interaction inhibition; Potency, µM (highest dose often 58.2 µM), without a hit: at the top dose activity change, negative = inhibition, hits mostly inhibitors; actives 0.2% (n = 360,000); AlphaScreen AMA1-biotinylated RON2 peptide binding;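 also: potency is read from the fitted curve at half-maximal effect; 0% = vehicle wells and -100% = peptide control; nearly all actives have a fitted effect of over 45% in size; some results filed as inactive show a strong effect at the top dose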
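AMA1 (3D7) with his tag at 25 nM final met compounds first, then biotinylated RON2 peptide at 25 nM; detection used donor plus acceptor beads, 10 µg/mL apiece, read by AlphaScreen after 30 min at room temperature.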
CHX counter – affects cycloheximide protein synthesis inhibition readout, counter-screen; actives 12% (n = 300,000); cell reporter, cycloheximide protein synthesis inhibition counterscreen; AID 2314; max response, %; in the data active = max response mostly above about 13%, no sharp cut-off; inactive = mostly below about 14%; also: read at 38.3 µM for the half of the compounds with a filed dose; 0% is about no effect
Shiga inhibitor – inhibitors of Shiga toxin in Vero cells; actives 9.2% (n = 290,000); inhibition, % at 38.7 µM; Vero cells, Shiga toxin protein synthesis inhibition reporter; in the data active = inhibition mostly above about 28%, no sharp cut-off; inactive = mostly below about 43%; also: 0% is about no effect
AmpC detergent – blocks E. coli AmpC beta-lactamase in detergent assay; P00811; AmpC hydrolysis of nitrocefin, absorbance 480 nm, 0.01% Triton; Potency, µM (series often up to 114 µM), without a hit: top-dose activity change, negative = inhibition, most hits filed as inhibitors; actives 0.041% (n = 370,000);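 also: potency is read from the fitted curve at half-maximal effect; 0% = no-compound wells and -100% = no-enzyme wells; nearly all actives have a fitted effect of over 25% in size; some results filed as inactive show a strong effect at the top dose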
Target sequence (P00811 whole entry, looked up): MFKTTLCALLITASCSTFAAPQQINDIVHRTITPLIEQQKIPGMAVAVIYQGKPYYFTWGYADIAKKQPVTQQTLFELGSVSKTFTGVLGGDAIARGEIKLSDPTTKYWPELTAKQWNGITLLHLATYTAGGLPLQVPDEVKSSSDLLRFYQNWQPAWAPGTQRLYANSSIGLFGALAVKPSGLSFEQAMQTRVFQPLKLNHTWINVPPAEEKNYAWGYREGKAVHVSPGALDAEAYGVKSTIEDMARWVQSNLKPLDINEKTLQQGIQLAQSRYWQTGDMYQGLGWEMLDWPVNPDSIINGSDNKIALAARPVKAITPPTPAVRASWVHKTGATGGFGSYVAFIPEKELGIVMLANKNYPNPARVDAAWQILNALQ
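AmpC (5.3 nM in the dispensed reagent) in 20 mM phosphate pH 7.0 with 0.01% (detergent screen) or 0.0001% Triton X-100 was preincubated with compounds for 15 min at room temperature. Nitrocefin was then added from an 800 uM solution, and hydrolysis was followed at 480 nm.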
AmpC no deterg – inhibitors of E. coli AmpC beta-lactamase without detergent | P00811 | AmpC nitrocefin hydrolysis, absorbance 480 nm, 0.0001% Triton | Potency, µM (series often up to 57.1 µM), without a hit: at the top dose activity change, negative = inhibition, usual class: inhibitors | actives 0.52% (n = 330,000) | AID 485341;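 also: potency is read from the fitted curve at half-maximal effect; plate controls were no compound for no effect and no enzyme for full effect; nearly all actives have a fitted effect of over 20% in size; some results filed as inactive show a strong effect at the top dose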
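AmpC (5.3 nM in the dispensed reagent) in 20 mM phosphate pH 7.0 with 0.01% (detergent screen) or 0.0001% Triton X-100 was preincubated with compounds for 15 min at room temperature. Nitrocefin was then added from an 800 uM solution, and hydrolysis was followed at 480 nm.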
* = called active by the depositor; ? = inconclusive; / = not tested or not shown; & = joins results of further samples; [ ] = dose if it differs, or a comment. Unless noted, calls follow the shape of the dose curve; as a rule, active = well fitted curve in the direction sought with a large enough effect; inconclusive = small, poorly fitted or top-dose-only effect, or another doubt; inactive = no such curve, though single readings can be large; an effect the other way counts as inactive or inconclusive. Hits appear at their usual frequency; about 16% have a hit in one of these screens.

SMILES	FBPA Giardia inh	HCMV inh	AMA1-RON2 inh	CHX counter	Shiga inhibitor	AmpC detergent	AmpC no deterg
S=C(NCCC1=CCCCC1)NCc1ccco1	-5%	11	1%	23*	47*	-8%	-14%[2.29 µM]
CN(Cc1ccco1)C(=O)c1ccc(CNS(=O)(=O)c2ccc3c(c2)C(C)(C)C(=O)N3C)cc1	6%	-19	0%	-3	-6	-9%	50%
O=C(COc1ccccc1)NCCc1cnc[nH]1	-19%	32	-2%	-3	7	-2%	-8%
COc1ccccc1-c1nnc(SCC(=O)O)n1-c1ccc(C)cc1	10%	7	4%	0	-5	0%	39%
O=C(Nc1ccc(N2CCN(C(=O)c3cccs3)CC2)c(Cl)c1)c1ccco1	-4%	15	8%	8	4	-11%	-8%
COc1cc(C(=O)Nc2c(C(=O)N3CCOCC3)oc3ccccc23)cc(OC)c1OC	/	10	1%	-7	-10	-3%	115%[activator]
CCn1c(SC(C)C(=O)NCC2CCCO2)nc2ccccc21 (stereo unspecified)	/	4	-18%	/	/	1%	-6%
CC1CCN(c2ccc([N+](=O)[O-])cc2C(=O)N2CCOCC2)CC1	/	21	-13%	-3	13	?	24%
COc1ccc(NC(=O)N(C)C[C@H]2Oc3c(NC(=O)Nc4ccccc4)cccc3C(=O)N([C@H](C)CO)C[C@@H]2C)cc1	/	0	-5%	/	/	/	206%[activator]
c1cc2c(nn1)CCc1nonc1-2	17%	-11	-1%	-1	11	-1%	-6%
COc1ccccc1CN1CCN(C(=O)c2ccncc2)CC1	?	-18	?	-2	-8	?	2%
CCCCC(=O)N=c1sc2cc(S(C)(=O)=O)ccc2n1C	6%	/	-4%	0	-5	-7%	-2%
CCOc1ccccc1NC(=O)Cc1coc2ccc(C)cc12	-4%	-33	4%	-2	1	-9%	-3%
COc1ccc(N(C)C(=O)c2onc3c2CCCC3)cc1	1%	?	-2%	0	-1	?	-10%
Cn1c(=O)c(=O)n(C)c2cc(S(=O)(=O)N3CCOCC3)ccc21	5%	39	-1%	9	27	-13%	-7%
CCOC(=O)c1cnc(SCC)[nH]c1=O	-22%&-24%	-29	1%	-3&-2	-6&-9	?	-24%&-8%
COc1ccc(Cl)cc1C(=O)NNC(=O)CSc1nnc2ccccn12	-14%	48	50%[activator]	-4	1	-15%	-10%[11.4 µM]
CCOC(=O)N1CCN(S(=O)(=O)CCNC(=O)c2ccc(OC)cc2)CC1	/	-17	-3%	/	/	?	?
CCOC(=O)c1c(C)n(C)c2c(C)cc(O)c(OC(C)=O)c12	-7%	-38	-1%	-2	15	1%	-22%
COc1cccc(CNc2nc3nc(C)cc(=O)n3[nH]2)c1	-23%	-7	-14%	-3	-20	-1%	-13%
COc1ccc(S(=O)(=O)N2CCN(CC(=O)Nc3ccccc3Cl)CC2)cc1	/	10	-8%	2	-17	2%	-4%
CCOC(=O)c1sc(NC(=O)C(CC)Sc2nnc3c4ccccc4n(C(C)C)c3n2)nc1C (stereo unspecified)	-1%	11	-2%	-10	-16	-17%	-54%
C=CCNC(=S)NN=C1CCCCCCC1	?	-113*	39%[activator]	10	38	3%	-17%
Cc1cc(O)c2c(CN3CCN(Cc4ccccc4)CC3)cc(=O)oc2c1	-7%	3	-10%	1	-2	2%	67%[activator]
COc1ccc(NS(=O)(=O)c2ccc3nc(COc4ccc5ccccc5c4)[nH]c3c2)cc1	-10%	?	10%	-3	-16	-6%	-25%

Complete entries, quoted from the list:
Results for Cn1c(=O)c(=O)n(C)c2cc(S(=O)(=O)N3CCOCC3)ccc21 → FBPA Giardia inh = 5%; HCMV inh = 39; AMA1-RON2 inh = -1%; CHX counter = 9; Shiga inhibitor = 27; AmpC detergent = -13%; AmpC no deterg = -7%
Results for CC1CCN(c2ccc([N+](=O)[O-])cc2C(=O)N2CCOCC2)CC1 → FBPA Giardia inh = /; HCMV inh = 21; AMA1-RON2 inh = -13%; CHX counter = -3; Shiga inhibitor = 13; AmpC detergent = ?; AmpC no deterg = 24%

The list continues.
SMILES	FBPA Giardia inh	HCMV inh	AMA1-RON2 inh	CHX counter	Shiga inhibitor	AmpC detergent	AmpC no deterg
S=c1[nH]cnc2sc(Nc3ccccc3)nc12	?	-38	3%	-1	-5	?	-39%
O=C1C=CN2CCCCC2CC1 (stereo unspecified)	/	-11	-9%	/	/	/	31%
O=C(COC(=O)CCSc1ccc(Cl)cc1)NCc1ccco1	0%	-33	-9%	19*	53	-7%	-1%[2.29 µM]
COc1cccc(NC(=O)CSc2nc3ccsc3c(=O)n2-c2ccc(C(=O)O)cc2)c1	18%	43	8%	-2	3	-2%	-44%
Cc1ccc(-n2c(SCC(=O)Nc3ccc(N4CCOCC4)cc3)nc3ccccc3c2=O)cc1	-2%	?	-2%	-2	-10	?	-17%
CC(C)Cn1c(N)c(C(=O)CSc2ccc3c(c2)OCCO3)c(=O)n(C)c1=O	0%	-94*	-4%	1	-10	-2%	-22%
COc1cc(OC)c2c(-c3ccccc3)cc(=O)oc2c1C(CCN1CCCCC1)c1ccc2c(c1)OCO2 (stereo unspecified)	-2%&3%	-23	-10%	-3&-5	-2&-5	5%	37%
CC(C)OC(=O)/C(=C/c1ccco1)c1ccccc1	-10%	-12	-23%	-1	12	-8%	7%
NC(=O)c1ccccc1NC(=O)CS(=O)(=O)Cc1ccccc1	-9%	30	18%	-4	54	-6%	-12%
O=C1CC(=O)N(c2cccc(Br)c2)C(=O)N1	5%	-4	-6%	3	-15	-7%	-43%
Cc1nn(C)c(C(=O)NNC(=S)NC2CCCCC2)c1Br	4%	-39	76%[activator]	45*	61*	-2%	-20%
Cc1ccc(OCCC(=O)Nc2ccc(F)c(F)c2)cc1	0%	-20	15%	-3	-7	-9%	-22%
CCCCCCOc1ccc(/C(N)=N/O)cc1	-13%	60	8%	44*	61*	-12%	-14%
CCOC(=O)c1sc(NC(=O)c2ccccc2)cc1C	-7%	28	12%	70*	122*	1%	-23%
COCCNC(=O)CSc1nc2ccccc2c(=O)n1CCC(=O)NCCc1ccc(OC)c(OC)c1	1%	-34	21%	4	12	3%	124%[activator]
N#Cc1ccsc1NC(=O)CN1C(=O)NC2(CCCC2)C1=O	/	-5	/	/	/	-10%	-26%
O=C(NCCCSc1ccccc1)c1cc(Br)ccc1O	/	-79*	10%	8	-20	8%	-19%
CCC1(C)NC(=O)N(CC(=O)Nc2sc3c(c2C(=O)OC)CCCCC3)C1=O (stereo unspecified)	-5%	-12	-7%	-2	0	-5%	71%[activator]
COc1ccc(CN2CCN(Cc3cccc4nonc34)CC2CCO)c(C)c1C (stereo unspecified)	0%	45	-7%	-2	-8	1%	126%[activator]
CCOc1cc(/C=C/C(=O)O)ccc1OCCOc1ccccc1	/	?	-3%	3	-5	2%	-20%
CC1(C)CC2C1CCC1(O)CC2(C)CCC1N(O)c1ccc(C(=O)NCCO)cn1 (stereo unspecified)	/	-11	159%[activator]	/	/	1%	162%[activator]
CCN(CC)CCCOC(=O)c1ccc(OC)cc1O	2%	-37	1%	-1	18	-6%	-9%
Cc1oc(/C=N/NC(=O)CN(c2ccccc2Br)S(C)(=O)=O)cc1Br	/	-14	51%[activator]	3	-3	-4%	-30%
Cc1c(Br)c([N+](=O)[O-])nn1CC(=O)NCc1ccccc1	9%	-4	-7%	-2	5	?	-17%
CC(=NCc1ccc2c(c1)OCO2)c1c(O)n(Cc2ccccc2)c(=O)[nH]c1=O	2%	-4	-12%	-2	-4	-3%	-40%

Structures from the list above that have a halogen (10):
SMILES	FBPA Giardia inh	HCMV inh	AMA1-RON2 inh	CHX counter	Shiga inhibitor	AmpC detergent	AmpC no deterg
O=C(Nc1ccc(N2CCN(C(=O)c3cccs3)CC2)c(Cl)c1)c1ccco1	-4%	15	8%	8	4	-11%	-8%
COc1ccc(Cl)cc1C(=O)NNC(=O)CSc1nnc2ccccn12	-14%	48	50%[activator]	-4	1	-15%	-10%[11.4 µM]
COc1ccc(S(=O)(=O)N2CCN(CC(=O)Nc3ccccc3Cl)CC2)cc1	/	10	-8%	2	-17	2%	-4%
O=C(COC(=O)CCSc1ccc(Cl)cc1)NCc1ccco1	0%	-33	-9%	19*	53	-7%	-1%[2.29 µM]
O=C1CC(=O)N(c2cccc(Br)c2)C(=O)N1	5%	-4	-6%	3	-15	-7%	-43%
Cc1nn(C)c(C(=O)NNC(=S)NC2CCCCC2)c1Br	4%	-39	76%[activator]	45*	61*	-2%	-20%
Cc1ccc(OCCC(=O)Nc2ccc(F)c(F)c2)cc1	0%	-20	15%	-3	-7	-9%	-22%
O=C(NCCCSc1ccccc1)c1cc(Br)ccc1O	/	-79*	10%	8	-20	8%	-19%
Cc1oc(/C=N/NC(=O)CN(c2ccccc2Br)S(C)(=O)=O)cc1Br	/	-14	51%[activator]	3	-3	-4%	-30%
Cc1c(Br)c([N+](=O)[O-])nn1CC(=O)NCc1ccccc1	9%	-4	-7%	-2	5	?	-17%

(cont.)
SMILES	FBPA Giardia inh	HCMV inh	AMA1-RON2 inh	CHX counter	Shiga inhibitor	AmpC detergent	AmpC no deterg
O=C(Nc1nc(-c2cc(Cl)sc2Cl)cs1)c1cccs1	-19%	19	-9%	11*	31	-9%	-38%
CC(C)N(Cc1nc(-c2ccc(Cl)cc2)no1)C(=O)C(c1ccccc1)c1ccccc1	-6%	-26	-9%	-2	26	-5%	2%
Cc1ccc(CN(C)C(=O)C2CCCN2C(=O)c2cccs2)o1 (stereo unspecified)	6%	-28	5%	-2	22	-18%	-3%
COc1cc2c(-c3ccc4c(c3)OCO4)c(-c3ccsc3)oc(=O)c2cc1OC	/	8	-12%	/	/	/	-31%
O=C(NCCN1CCN(c2ccccc2)CC1)C1CCN(S(=O)(=O)N2CCOCC2)CC1	3%	12	2%	-4	-6	-11%	-4%
Cc1ccccc1OCc1ccc(C(=O)N2CC(C)OC(C)C2)o1 (stereo unspecified)	2%	-32	-9%	4	-12	3%	71%[activator]
CC(=O)Nc1cccc(C(=O)OC(C(=O)c2ccc(C)cc2)c2ccccc2)c1 (stereo unspecified)	/	-1	-6%	-2	-3	?	66%[activator]
O=C1CC(N2CCN(C(c3ccccc3)c3ccccc3)CC2)C(=O)N1Cc1ccc(N2CCCC2=O)cc1 (stereo unspecified)	/	-7	11%	9	5	-5%	200%[activator]
N#Cc1ccc(OCC(=O)NC2=NCCS2)cc1	1%	27	5%	23	51	1%	-17%
CC1=CC(=O)C=C(C)C1=NOC(=O)c1cccc([N+](=O)[O-])c1	-26%	-12	6%	-4	-14	?	-18%
CC(C)Cn1cnc2c(c1=O)c1nc3ccccc3nc1n2Cc1ccc2c(c1)OCO2	-2%	/	/	-2	-6	-8%	-27%

Source: PubChem BioAssay (National Center for Advancing Translational Sciences (NCATS))
